Source: PubChem BioAssay
SMARCA2 activ – activators of SMARCA2 function; AID 652017; MG213 cells, MMTV-luciferase reporter, dexamethasone, overnight; activation, % at 9.1 µM; hit rate 1% among 370,000; in the data active = activation above about 7.8%;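 note: 0% = vehicle wells and 100% = reference activator wells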
hgDAF12 agonist – activates the H. glycines DAF-12 receptor ligand-binding domain. activation, % at 6.8 µM. hit rate 1.8% among 370,000. HEK293 GAL4-hgDAF12 UAS-luciferase reporter, agonist luminescence; normalized to butyrate control. AID 687014;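 active = activation above a cutoff set at the mean of all screened compounds plus 3 SD, cut at about 10% in these data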;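 note: 0% = DMSO wells and 100% = sodium butyrate wells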
ssDAF-12 act – activates DAF-12 receptor from parasite S. stercoralis; HEK293 ssDAF-12/GRIP1 lit1-tk-luc reporter, luminescence; % of 3 µM dafachronic acid response; activation, % at 6.8 µM; hit rate 1% among 370,000;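 active = activation above the mean over all tested compounds plus 3 SD, cut at about 0.9% in these data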;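 note: 0% = DMSO-only wells and 100% = 3 µM delta7-dafachronic acid wells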
HGIII-sPLA2 inh – Inhibits HGIII-sPLA2 liposome hydrolysis, primary screen | AID 743126 | QFRET BODIPY PC-A2 liposome hydrolysis, fluorescence | inhibition, % at 12.2 µM | Q9NZ20 | hit rate 0.56% among 370,000;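 active = inhibition above mean plus 3 SD of compounds lying within the high and low control bounds, cut at about 19% in these data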;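 note: 0% = median of test compound wells and 100% = no enzyme DMSO wells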
hcDAF-12 act – activators of H. contortus DAF-12 nuclear receptor | HEK293 hcDAF-12 lit1-tk-luc reporter, luminescence; 0% DMSO, 100% Δ7-dafachronic acid | activation, % at 6.8 µM | hit rate 1.4% among 370,000 | AID 652067;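 active = activation above the mean of all tested compounds plus 3 SD, cut at about 5.5% in these data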;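 note: 100% = response to 3 µM Δ7-dafachronic acid high control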
DAX1 inh-1 – blocks DAX1 repression of SF-1 activated StAR promoter; AID 652010; HEK293T StAR-luciferase reporter, SF-1/DAX-1 repression relief; hit rate 1.1% among 370,000; inhibition, % at 6.8 µM;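 active = inhibition above the mean over all tested compounds plus 3 SD, cut at about 3.6% in these data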;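 note: 0% = DAX-1 cells with DMSO and 100% = cells lacking DAX-1 with DMSO; higher inhibition means more luminescence from relief of DAX-1 repression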
PG9 Ab binder – PG9 antibody binding by small molecule; TR-FRET gp120-PG9 antibody binding; inhibition, % at 6.7 µM; hit rate 0.43% among 360,000; AID 624416; in the data active = inhibition above about 8.5%
PLC-beta3 inh – inhibitors of human phospholipase C beta3; inhibition, % at 12.2 µM; Q01970; hit rate 0.18% among 370,000; Purified PLC-beta3, fluorogenic substrate, fluorescence; AID 720704; in the data active = inhibition above about 11%;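 note: 0% = median of compound wells on plate and 100% = full blocker control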
FXN GAA850 act – frataxin GAA850 promoter activation | HEK293 lucGAA850 FXN promoter luciferase reporter, 24 h; percent of 10 µM SAHA response | activation, % at 6 µM | hit rate 0.56% among 360,000;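 active = activation above the average of all compounds screened plus 3 SD, cutoff fixed separately per campaign, cut at about 7.5% in these data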;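 note: 0% = DMSO wells and 100% = 10 µM SAHA wells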
Rev-erbA mod – modulates human Rev-erb alpha binding to DNA. P20393. Rev-erbα–FITC-DNA binding, fluorescence polarization, 90 min. activity, % at 10 µM. hit rate 0.79% among 370,000. AID 1259318;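 active = activity above about 14%, limit read from the data; passing the limit was not always enough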;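 note: 0% = DMSO wells with 35 nM protein and 100% = DMSO wells with 750 nM protein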
Target sequence (P20393 whole entry, looked up): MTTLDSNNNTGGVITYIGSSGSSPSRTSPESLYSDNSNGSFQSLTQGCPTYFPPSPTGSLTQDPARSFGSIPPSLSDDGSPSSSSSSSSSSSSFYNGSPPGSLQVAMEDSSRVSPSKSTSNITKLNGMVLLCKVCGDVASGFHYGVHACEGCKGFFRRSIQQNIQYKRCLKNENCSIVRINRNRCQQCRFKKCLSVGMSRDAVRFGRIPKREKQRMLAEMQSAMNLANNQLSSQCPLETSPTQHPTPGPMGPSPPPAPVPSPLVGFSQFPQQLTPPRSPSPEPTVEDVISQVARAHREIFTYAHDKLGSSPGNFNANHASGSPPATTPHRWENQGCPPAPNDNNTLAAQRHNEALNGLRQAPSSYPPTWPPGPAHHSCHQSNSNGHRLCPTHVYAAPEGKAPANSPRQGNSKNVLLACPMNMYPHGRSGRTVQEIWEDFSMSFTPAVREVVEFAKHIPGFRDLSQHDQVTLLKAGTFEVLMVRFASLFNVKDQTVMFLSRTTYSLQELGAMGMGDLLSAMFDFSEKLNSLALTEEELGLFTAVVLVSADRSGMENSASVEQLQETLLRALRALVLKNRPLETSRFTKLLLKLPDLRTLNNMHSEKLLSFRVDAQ
DAX1 inh-2 – inhibitors of human orphan nuclear receptor DAX1 (NR0B1) | inhibition, % at 6.75 µM | AID 504766 | hit rate 0.99% among 340,000 | P51843 | HEK293 Gal4-DAX1 luciferase reporter, luminescence;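 active = inhibition above the mean over all tested compounds plus 3 SD, cut at about 4.2% in these data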;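 note: 0% = DAX1-transfected cells with DMSO and 100% = empty-vector control cells with DMSO; inhibition shows as a rise in luminescence from relieved DAX1 repression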
Target sequence (P51843 207-470 limits assumed): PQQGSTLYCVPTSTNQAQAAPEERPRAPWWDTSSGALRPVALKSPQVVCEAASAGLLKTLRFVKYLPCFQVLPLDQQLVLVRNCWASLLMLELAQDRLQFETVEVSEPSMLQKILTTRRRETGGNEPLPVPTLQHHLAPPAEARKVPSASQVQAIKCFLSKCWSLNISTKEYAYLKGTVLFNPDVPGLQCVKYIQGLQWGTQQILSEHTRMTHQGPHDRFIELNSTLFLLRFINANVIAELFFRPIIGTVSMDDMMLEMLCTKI
Starred values were filed as active, the others as inactive; i = inactive; . = not tested or not shown; & = joins results of further samples.

SMILES	SMARCA2 activ	hgDAF12 agonist	ssDAF-12 act	HGIII-sPLA2 inh	hcDAF-12 act	DAX1 inh-1	PG9 Ab binder	PLC-beta3 inh	FXN GAA850 act	Rev-erbA mod	DAX1 inh-2
Cc1ccc(-c2noc(CN3CCC(C(N)=O)CC3)n2)cc1	2.7	1.4	-0.6	4.0	2.7	1.0	1.4	-8.6	1.0	1.6	1.0
O=C(COc1ccc(Cl)c2cccnc12)N1CCOCC1	-0.4	-0.1	-0.5	-1.4	1.9	-0.4	-1.8	-230.1	1.1	-1.3	1.1
COc1cccc(NC(=O)CSc2cccc[n+]2[O-])c1	-1.4	3.1	-1.2	5.3	0.6	-0.4	0.3	-5.8	-0.6	-5.1	0.9
Cc1nnc2ccc(-c3ccc(NS(C)(=O)=O)cc3)nn12	-0.3	2.0	-1.8	-1.5	-1.1	-0.5	-0.1	-6.6	-2.0	-0.7	0.1
Cc1ccc(S(=O)(=O)N2CCOCC2)cc1C(=O)Nc1ccc(C(N)=O)cc1	0.3	-0.5	-1.6	0.8	0.3	0.5	-0.6	-6.5	-0.4	-3.1	0.6
O=C(c1cc(COc2ccc(F)cc2Cl)on1)N(Cc1ccncc1)CC1CCCO1 (centres undefined)	-1.8	2.4	-1.6	-11.8	1.5	0.3	-1.3	-2.8	-0.9	0.0	-1.4
CCCCn1nnnc1NCc1cccc(OC)c1OC	-2.3	-1.4	-0.9	-0.8	-1.9	0.0	0.0	1.1	-0.2	-9.4	1.1
COC(=O)C1(C)NC(c2ccc(C)cc2)C2C(=O)N(c3ccc(F)cc3)C(=O)C21 (centres undefined)	-2.4	-1.7	-1.8	-2.7	-2.2	0.1	-2.5	-0.9	-1.2	2.0	-1.0
Cc1cc(NC(=O)CSc2nnc(CNC(=O)c3c(F)cccc3F)o2)no1	-2.2	-0.5	-1.3	7.6	1.7	0.6	0.5	-11.4	0.3	-2.1	0.5
CCN(CC)c1ccc(NC(=O)CN2CCN(c3ccccc3F)CC2)cc1	-1.1	2.1	-1.4	12.5	-0.2	-1.0	-2.3	-1.2	0.2	-3.9	-0.2
CCOc1ccc(S(=O)(=O)N2CCC(C(=O)NCCc3ccc(S(N)(=O)=O)cc3)CC2)cc1	-1.2	4.4	-1.1	-4.1	-0.9	0.1	-2.2	-4.0	2.0	-0.1	0.4
CCCCN(CC)S(=O)(=O)c1c(C)[nH]c(=O)[nH]c1=O	0.9	0.1	-1.1	5.6	-0.3	0.0	-1.8	-5.5	-0.7	-8.6	1.2
N=C1C(c2nc3ccccc3s2)=C(O)CN1NC(=O)c1ccc([N+](=O)[O-])cc1	6.5	3.0	-0.5	-4.0	1.7	0.9	-1.4	-12.4	7.0	-2.8	1.0
C[C@H](N)c1nnc(SCC(N)=O)o1	-3.0	-0.8	-0.9	18.9	-0.5	0.6	3.1	-0.9	-1.0	2.6	1.5
COc1ccc(-n2c(C)nn(CC3CC3)c2=O)cc1	0.6	-0.9	-1.7	-0.6	-0.1	0.9	-0.8	-4.4	1.1	-4.7	0.2
Cc1[nH]c(=O)[nH]c(=O)c1S(=O)(=O)N1CCCC(C(=O)NCc2ccco2)C1 (centres undefined)	1.3	2.5	-0.8	3.1	-0.1	-0.2	-1.2	-0.2	0.1	1.2	-0.4
CCOC(=O)C1(C)CCCN1C(=O)c1ccccc1OC (centres undefined)	-2.1	-1.3	-1.5	-3.5	-1.2	1.2	-0.3	3.4	0.9	2.6	.
CN(C(=O)CC(=O)Nc1ccc(Cl)c(Cl)c1)c1ccccc1	-4.2	2.9	-1.0	-8.0	-0.7	0.5	-0.4	3.5	1.4	0.8	0.1
CCCCCCN1C[C@H](n2cc(C3CC3)nn2)[C@@H](O)C[C@@H]1c1ccc(C)cc1	-4.0	4.3	-0.9	-19.0	-0.3	1.5	0.4	-7.9	1.8	1.8	1.2
O=C(CN1C(=O)NC2(CCCCC2)C1=O)N1CCN(C(=O)c2cccs2)CC1	0.2	-0.5	-0.7	9.8	-0.2	-0.5	0.2	-7.1	0.8	-3.0	-0.1
CCn1ncc(C2=NOC(C(=O)NCc3ccc(OC)cc3)C2)c1C (centres undefined)	-2.3	3.3	-2.1	5.3	-0.9	-0.8	0.0	-2.3	-1.3	1.1	1.4
COc1ccc(NC(=O)CSc2nnc(-c3ccccc3)n2N)cc1	0.3	1.7	-0.5	2.0	-1.9	0.2	0.5	-3.6	0.4	-0.1	0.3
O=C(Nc1ccc(N2CCOCC2)cc1)Nc1ccc2nsnc2c1	-1.5	-2.6	-1.6	2.0	-1.5	0.1	0.1	-2.8	3.1	0.0	1.6
O=C(COC(=O)c1ccccc1)NC12CC3CC(CC(C3)C1)C2	3.2	0.9	-0.8	4.3	0.7	2.5	-0.2	0.8	1.5	1.5	1.1
Cn1c(=O)c([N+](=O)[O-])c(NCCc2ccccc2)c2ccccc21	11.7*	-1.6	-0.6	0.0	0.6	-0.9	-0.8	1.3	0.9	-0.8	-1.5
Cc1cc(C)n2c(Nc3c(C)cccc3C)c(-c3cccnc3)nc2n1	-2.0	-1.0	-1.3	5.6	-0.9	-0.8	-0.3	-152.5	.	5.2	.
CCNC(=O)C1CCCN(c2nc(C)cc(C)n2)C1 (centres undefined)	0.2	-3.5	-1.5	1.7	0.4	0.0	0.7	-3.5	0.9	-2.5	2.4
CC(=O)c1ccc(S(=O)(=O)Nc2ccc(-c3cn4c(n3)SCC4)cc2)cc1	-4.3	-0.7	-0.4	-24.4	1.6	-0.3	-1.1	0.7	-0.8	7.6	1.2
CC(=O)c1c(-c2ccccc2)[nH]c2ccccc12	-1.2	2.2	-2.0	2.5	-4.2	-1.6	0.8	-9.1	-1.7	3.6	-0.4
C[C@H](NS(=O)(=O)c1ccc([N+](=O)[O-])cc1)C(=O)NCCNC(=O)[C@@H](C)NS(=O)(=O)c1ccc([N+](=O)[O-])cc1	.	-2.0	-1.1	3.1	-0.8	.	.	-1.6	.	-1.9	.
COc1ccc(N2CCN(Cc3cc4c(cc3Br)OCCO4)CC2)cc1	-1.1	-0.5	-0.9	8.3	-0.2	-0.2	0.0	-6.7	0.7	-1.7	2.4
O=C(NCCc1ccc(Cl)cc1)C1CCCO1 (centres undefined)	-1.4	-1.2	-0.9	-3.1	-2.0	0.3	-1.2	-5.0	2.0	1.5	-0.6
CN(CC(=O)Nc1ccc(N2CCOCC2)cc1)CC(=O)Nc1ccc(C(F)(F)F)cc1	-4.5	2.0	-1.6	-5.4	-1.8	-0.4	-2.5	-1.0	-1.0	2.2	1.2
CC(C)NS(=O)(=O)c1ccc(OCC(=O)NCCC2=CCCCC2)cc1	1.2	-1.6	-1.6	-10.0	-2.2	-0.8	1.9	-0.7	0.7	2.4	-0.2
COC(=O)c1ccc(-c2ccc3c(c2)[C@]2(CCC[C@@H](O)[C@@H]2NC(=O)CCc2ccccc2)C(=O)N3Cc2ccccc2)cc1	-5.8	3.0	-1.9	8.1	-0.5	-2.9	.	-53.4	.	0.4	.
CN1CCN(C(=O)C2Cc3c(-c4ccc5c(c4)OCO5)ccnc3O2)CC1 (centres undefined)	-1.0	0.5	-1.4	7.8	0.2	-0.4	-1.1	-5.0	0.3	-7.9	.
C/C(CC(=O)Nc1cc(C)ccn1)=N\NC(=O)c1ccc(C)cc1	5.2	5.7	-0.2	2.1	0.9	0.7	-1.4	-7.5	1.6	-6.6	1.8
CCOC(=O)Cc1nnc(NC(=O)CSc2ccc(C)cc2)s1	-0.2	1.0	-1.8	-40.8	-0.6	0.2	-1.1	-11.6	-1.5	-2.0	0.9
CCOc1ccccc1/C=N/Nc1ccc(Cl)nn1	-3.1	-0.8	1.0*	3.5	0.4	-0.2	-1.0	-7.0	3.0	1.0	0.6
CN(CC(=O)Nc1ccccc1C(F)(F)F)C(=O)CSCc1ccccc1	-1.9	-2.1	-0.9	4.9	-0.8	2.1	0.2	4.7	-1.6	-2.7	-0.6
CCc1nn(C(C)C(=O)N2CCc3ccccc3C2)c(=O)c2cc3occc3n12 (centres undefined)	-4.3	-0.4	-1.7	5.8	-1.7	-0.5	2.1	-1.5	-2.4	0.8	0.0
CC(=O)O[C@]1(C(C)=O)CC[C@H]2[C@@H]3C[C@H](C)C4=CC(=O)CC[C@]4(C)[C@H]3CC[C@@]21C	-8.0&-5.6	0.3&0.8	-1.1&-1.7	-9.9&-9.6	-2.6&-0.8	-0.1&-1.0	-0.6&-1.4	0.6&-1.1	1.0&0.7	3.2&-1.4	-1.6&0.1
O=C(NCCN1CCOCC1)c1csc2c1CCCC2	-0.7	2.1	-1.4	2.6	4.6	0.9	-1.1	0.9	0.1	-4.0	-0.4
Cn1cccc1C(=O)N1CCN(c2cccc(C(F)(F)F)c2)CC1	-0.9	-1.6	-1.0	-0.7	-1.1	0.1	-0.7	0.6	-1.8	0.7	-0.6
COc1ccc(NS(=O)(=O)c2ccc3c(c2)CCO3)cc1	-5.3	-0.6	-0.9	1.6	-0.9	-0.2	-0.8	-2.4	1.3	8.2	2.5
COc1ccccc1CN(C)C(=O)CN1CCN(CC(=O)Nc2ccccc2Cl)CC1	-3.4	-3.1	-1.6	-2.3	-0.7	-0.3	1.6	-3.1	1.3	-7.7	0.0
CCNc1ccc(C(=O)Nc2ccc3nc(C)sc3c2)cc1[N+](=O)[O-]	-0.9	3.6	-1.5	-2.3	-2.2	-0.3	-1.9	0.5	0.6	7.0	-1.5
C[C@@H]1CCCN1c1cccc2c1S(=O)(=O)N1CC[C@@H](C1)O2	-2.5	0.2	-1.3	6.6	-2.0	-1.1	.	-6.3	.	2.4	.
O=C(C[C@H]1CC[C@H]2[C@@H](COC[C@H](O)CN2C(=O)c2ccccn2)O1)N1CCN(c2ccccc2)CC1	1.0	-2.5	-0.7	12.6	-1.4	0.7	1.5	-3.2	.	5.1	.
COc1ccc(-c2c(C)c3ccc(O)cc3oc2=O)cc1OC	5.7	-1.1	-0.9	-7.3	-2.4	0.3	1.2	i	-1.2	4.0	0.8
O=C(NC1CCCN(Cc2ccc(Cl)cc2)C1)c1ccoc1 (centres undefined)	-1.1	-1.6	-1.0	3.5	-0.1	-0.6	-1.0	-3.7	-1.9	2.4	0.5
CCn1c(SCC(=O)Nc2c(C)n(C)n(-c3ccccc3)c2=O)nnc1-c1cccc(C)c1	-1.2	-0.9	-1.1	-0.3	-1.4	-1.0	0.2	1.0	0.0	1.8	1.2
Nc1nc(SCC(=O)N2CCc3ccccc32)[nH]c(=O)c1-c1ccccc1	0.1	-0.1	-1.5	7.9	-1.4	0.6	1.2	1.6	0.9	-1.5	0.3
Cc1cccc(Cn2c(=O)n(CCCC(=O)NCc3ccco3)c(=O)c3ccccc32)c1	-3.3	-0.9	-1.4	0.0	-3.5	-1.5	0.1	-2.5	-6.4	4.5	-3.3
